NCOA2 inhibitor: inhibits human steroid receptor coactivator 2; Q15596; HEK293 GAL4-SRC2 luciferase reporter, luminescence; inhibition, % at 9 µM; hit rate 0.17% among 370,000;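 active = inhibition above the mean inhibition of all tested compounds plus 3 SD, set per campaign, cut at about 52% in these data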;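 also: 0% = DMSO treated cells and 100% = cells given Gossypol at 36 µM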
NCOA3 inh: inhibitors of human steroid receptor coactivator 3 (SRC3); hit rate 0.17% among 360,000; HEK293 GAL4-SRC3 luciferase reporter, luminescence; inhibition, % at 3.6 µM; AID 588352;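 active = inhibition above a per-campaign cutoff, the mean of all compounds plus 3 SD, cut at about 60% in these data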;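 also: 0% = DMSO-treated cells and 100% = gossypol-treated cells at 36 µM; higher means less SRC3-driven luciferase light from the GAL4 reporter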
TLR9-MyD88 inh: inhibitors of human TLR9-MyD88 binding; Q9NR96+Q99836; inhibition, % at 4.98 µM; hit rate 0.21% among 340,000; CHO BLA complementation TLR9-MyD88, CCF4 FRET ratio; AID 504734;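 active = inhibition above the mean over all tested compounds plus 3 SD, cut at about 21% in these data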;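 also: 0% = DMSO only wells and 100% = clavulanate BLA inhibitor control wells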
Exocytosis inh: blocks lytic granule exocytosis; TALL-104 LAMP-1 surface exposure, flow cytometry; cells stimulated with thapsigargin and PMA; inhibition, % at 10 µM; hit rate 0.66% among 360,000; AID 651702;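 active = inhibition above about 55%, limit read from the data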
SRC1 inh: inhibits human SRC1 coactivator | Q15788 | HEK293 GAL4-SRC1 luciferase reporter, luminescence | inhibition, % at 3.6 µM | hit rate 0.12% among 360,000 | AID 588354;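 active = inhibition above the campaign mean plus 3 SD, with each screening campaign given its own cutoff, cut at about 60% in these data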;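 also: 0% = DMSO treated cells and 100% = gossypol at 36 µM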
NR2F2 inh: NR2F2 (human) inhibition, primary screen; P24468; HEK293T NGFI-A luciferase reporter, luminescence; inhibition, % at 8.6 µM; hit rate 0.7% among 370,000; AID 686940;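 active = inhibition above a per-plate cutoff, mean inhibition of test wells between control levels plus 3 SD, cut at about 38% in these data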;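 also: cells cotransfected with COUP-TFII expression vector driving the NGFI-A reporter; 0% = median of COUP-TF2 test wells and 100% = reporter-only cells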
Target sequence (P24468 whole entry, looked up): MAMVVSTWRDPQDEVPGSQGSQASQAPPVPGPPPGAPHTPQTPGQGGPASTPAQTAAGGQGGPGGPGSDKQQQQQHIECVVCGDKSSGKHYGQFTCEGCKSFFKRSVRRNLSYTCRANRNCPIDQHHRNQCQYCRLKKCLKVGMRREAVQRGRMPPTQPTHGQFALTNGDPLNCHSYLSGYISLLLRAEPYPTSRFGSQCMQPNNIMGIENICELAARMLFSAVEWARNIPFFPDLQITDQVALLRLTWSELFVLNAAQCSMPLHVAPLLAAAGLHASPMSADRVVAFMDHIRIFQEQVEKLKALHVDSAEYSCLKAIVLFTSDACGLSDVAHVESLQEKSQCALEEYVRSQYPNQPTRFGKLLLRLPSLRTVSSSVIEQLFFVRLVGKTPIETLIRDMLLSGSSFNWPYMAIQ
ABHD5-PLIN5 inh: ABHD5-PLIN5 protein interaction inhibition; Q00G26+Q8WTS1; Split G. princeps luciferase complementation, luminescence, 4 h; inhibition, % at 4 µM; hit rate 0.78% among 360,000;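 active = inhibition above the mean inhibition across every tested compound plus 3 SD, cut at about 22% in these data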;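 also: 0% = DMSO only wells and the 100% control is not disclosed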
TWEAK Fn14 block: blocks TWEAK-Fn14 interaction in a reporter cell assay; TWEAK-stimulated Fn14 reporter cells, luciferase luminescence, 8 h; inhibition, % at 10 µM; hit rate 2% among 360,000; in the data active = inhibition above about 50%
NR5A2 inv ag: inverse agonists of human LRH-1 (NR5A2). hit rate 0.13% among 360,000. HEK293T StAR-luciferase reporter, LRH-1 transfected, 24 h. inhibition, % at 3.6 µM. AID 602396;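 active = inhibition above the mean inhibition of all tested compounds plus 3 SD, cut at about 73% in these data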;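 also: 0% = DMSO wells and 100% = reporter-only cells lacking LRH-1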
TROY NFkB inh: TROY signaling inhibition. Q293 LMP1-TROYcd NF-kB luciferase reporter, 4 h. inhibition, % at 10 µM. hit rate 0.98% among 360,000;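 active = compounds whose plate-normalised and pattern-corrected inhibition of the luciferase reporter signal at the single screening dose is 50% or more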
NOD2-RIPK2 inh: inhibitors of human NOD2-RIPK2 interaction; O43353; AID 624267; hit rate 0.38% among 360,000; inhibition, % at 4.98 µM; CHO BLA complementation NOD2-RIPK2, CCF4 ratio; in the data active = inhibition above about 21%;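 also: 0% = vehicle only and 100% = reference blocker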
Target sequence (O43353 whole entry, looked up): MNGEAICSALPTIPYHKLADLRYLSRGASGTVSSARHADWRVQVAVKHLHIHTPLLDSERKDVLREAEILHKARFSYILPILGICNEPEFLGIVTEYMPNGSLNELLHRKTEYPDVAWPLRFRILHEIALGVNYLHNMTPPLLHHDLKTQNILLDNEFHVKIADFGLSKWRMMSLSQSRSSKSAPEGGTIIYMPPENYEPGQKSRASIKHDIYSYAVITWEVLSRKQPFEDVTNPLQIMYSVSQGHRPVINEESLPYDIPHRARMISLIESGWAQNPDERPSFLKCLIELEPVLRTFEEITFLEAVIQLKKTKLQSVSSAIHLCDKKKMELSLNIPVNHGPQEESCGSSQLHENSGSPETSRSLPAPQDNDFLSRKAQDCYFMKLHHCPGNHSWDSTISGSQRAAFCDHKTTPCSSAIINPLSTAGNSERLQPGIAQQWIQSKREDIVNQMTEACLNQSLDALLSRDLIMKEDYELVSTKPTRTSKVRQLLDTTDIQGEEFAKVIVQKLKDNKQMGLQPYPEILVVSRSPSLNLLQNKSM
* hit, by the source's call; nt = no result given. This is a subset (hit frequency here may not be typical).

SMILES	NCOA2 inhibitor	NCOA3 inh	TLR9-MyD88 inh	Exocytosis inh	SRC1 inh	NR2F2 inh	ABHD5-PLIN5 inh	TWEAK Fn14 block	NR5A2 inv ag	TROY NFkB inh	NOD2-RIPK2 inh
CC(NC(=O)c1ccccc1)C(=O)N/N=C/c1cccc([N+](=O)[O-])c1 (stereo not given)	-18	-27	4	1	-6	-24	4	-9	-1	-19	-7
CCCCCCCCCCSc1n[nH]c(N)n1	-8	1	7	-3	-8	-19	-5	-9	-21	-22	-1
Cc1csc(NC(=O)c2ccccc2C(=O)O)n1	14	13	0	-2	-17	-5	4	-5	7	6	-8
Clc1ccc(-c2nc(N3CCOCC3)nc3ccccc23)cc1	-10	0	-7	3	-5	1	-2	14	4	5	2
O=[N+]([O-])c1ccc(S(=O)(=O)CC(CN2CCOCC2)N2CCOCC2)cc1 (stereo not given)	8	6	-11	5	7	4	3	1	-5	2	2
Cc1c(-c2csc(N)n2)c2ccccc2n1C	-10	0	-4	-31	-39	15	-25	-17	2	5	-2
Cn1nc(C(=O)OCC(=O)Nc2cc(Cl)ccc2C#N)c2ccccc2c1=O	4	-2	0	-4	-24	7	5	-6	11	-1	0
CCCCc1ccc(/C=C2/C(=O)ON=C2c2ccccc2)s1	16	18	1	-4	3	0	10	8	2	-24	-3
CCN(CC)CCOC(=O)c1cccc(Br)c1	8	1	-9	-3	-1	14	2	-13	-3	-3	2
Cc1cccn2c(CNCCCOc3cccnc3)c(C(=O)N3CCOCC3)nc12	27	14	-4	-1	14	2	-2	-5	5	0	2
CCn1c(C(=O)O)c(CC(=O)N(C)c2ccc(OC)cc2OC)c2ccccc21	-37	-7	-6	-8	1	-6	3	-10	7	28	3
CC(C)(C)NC(=O)NC(=O)COC(=O)C1=COCCO1	-8	-1	-3	0	-1	-12	7	5	14	4	1
COc1ccccc1NC(=O)COc1cc(C)nc(C(C)C)n1	23	-13	3	7	13	12	7	23	11	-6	-1
CC(=O)c1ccccc1NC(=O)CCN1C(=O)C2CCCCC2C1=O (stereo not given)	0	-10	-7	-12	-3	-5	-1	30	8	-14	8
C=C(C)COc1ccc(-c2n[nH]c(C)c2Oc2ccccc2OC)c(O)c1	8	9	-6	74*	11	3	-11	30	-2	nt	-1
CNC(=S)N/N=C/c1cc(Br)c(OCc2ccncc2)c(OC)c1	-3	13	4	-8	-21	1	5	-9	10	3	4
c1ccc(C(Cc2nc(-c3ccncc3)no2)c2ccccc2)cc1	23	23	-4	6	-31	56*	-4	27	40	10	-5
CCOc1cc(N2CCOCC2)c(OCC)cc1NC(=O)C1CC(=O)N(c2ccccc2OCC)C1 (stereo not given)	5	-9	2	0	2	3	-3	1	11	-14	-6
O=C(O)CC1(CC(=O)Nc2ccc3ccccc3c2)CCCCC1	0	-8	4	-1	-14	7	-1	5	2	8	7
COC(=O)c1cccc(NC(=O)CCc2c(C)noc2C)c1	-5	-7	-2	0	-4	-20	2	0	5	-15	-6
CC(C)(CNC(=O)c1cccs1)N1CCOCC1	-6	9	3	-2	-42	0	2	8	-1	10	-8
COc1ccc(CCC(=O)OCC(=O)Nc2ccc3[nH]c(=O)[nH]c3c2)cc1	-7	-6	5	-2	-12	-9	-3	-4	17	-4	-7
COc1ccccc1N(/N=C1\Sc2ccccc2C1=O)C(C)=O	-18	26	2	-18	21	39*	13	79*	27	78*	5
O=C(NCc1ccccc1)NC1CCCCC1	-34	-27	-1	1	-31	-12	-1	-28	-39	-32	3
COc1cccc(-n2c(SCC(=O)Nc3ccc4c(c3)CCC4)nc3ccccc3c2=O)c1	13	9	-2	-3	-19	-7	4	-11	17	-14	12
CCCCC(=O)N1C/C=C\C(c2ccc(OC)cc2)N(Cc2ccc(F)cc2)C(=O)[C@H]1Cc1ccccc1 (stereo not given in full)	nt	8	1	-6	7	nt	-7	8	7	1	-2
COCCn1c(=NC(=O)c2ccco2)sc2cc(C(=O)OC)ccc21	-26	-3	-6	0	11	-8	2	0	-17	2	-1
CCN(c1ccc(OC)cc1)S(=O)(=O)N1CCCC(C(=O)NC(C)c2ccccc2)C1 (stereo not given)	5	-9	nt	13	-7	0	2	-6	2	-11	3
O=C(NCc1ccccc1)C1C(c2ccccc2)=Nc2ccccc2N1C(=O)c1ccncc1 (stereo not given)	6	nt	nt	-6	nt	-2	2	nt	1	nt	-4
O=S1(=O)N=C(N(CCO)/N=C/C=C/c2ccccc2)c2ccccc21	10	7	-1	5	10	-3	3	-4	24	-5	11
Clc1ccc(-c2noc(/C=C/c3ccccc3)n2)cc1	-2	-14	-12	-1	-5	7	-3	-21	-5	-45	-10
CCN(C(=O)c1cnc(OC)cc1C(F)(F)F)c1ccc(Cl)cc1Cl	4	-8	-4	2	-2	5	-3	1	3	17	-3
C=CCN1C(=O)C2C3C=CC(C2C1=O)C1C2C(=O)N(CC=C)C(=O)C2C31 (stereo not given)	-20	-4	7	-1	-9	-5	5	1	2	-2	-6
COC(=O)n1c(=O)oc2cc(S(=O)(=O)N3CCCCC3)ccc21	-19	6	3	2	8	7	5	16	20	11	0
Cc1cc(C)c2oc(C(=O)Nc3ccc(S(=O)(=O)Nc4nccc(C)n4)cc3)cc(=O)c2c1	11	4	-6	-3	8	-4	1	-23	21	0	1
OC(COC(c1ccccc1)c1ccccc1)CN1CCN(c2ccccn2)CC1 (stereo not given)	3	6	-1	0	-11	-5	2	21	21	29	7
Cc1noc(C)c1CSCC(=O)Oc1ccc(N(C)S(=O)(=O)c2ccc(Cl)cc2)cc1	8	-30	-6	4	4	9	-2	-9	-3	-11	-1
COC(=O)c1cc(S(=O)(=O)N2CCN(c3cccc(C)c3C)CC2)c[nH]1	7	10	-7	-4	10	1	-3	9	11	35	3
CCOC(=O)CSCC(=O)N1CCC(Cc2ccccc2)CC1	5	-5	8	5	2	-7	0	6	-3	4	2
CC1CCN(C(=S)NC(=O)c2ccc(C(C)(C)C)cc2)CC1	-18	9	-8	-3	-1	12	-9	2	-20	4	-7

Filtered by structure, the compounds so far containing a nitro group on carbon
SMILES	NCOA2 inhibitor	NCOA3 inh	TLR9-MyD88 inh	Exocytosis inh	SRC1 inh	NR2F2 inh	ABHD5-PLIN5 inh	TWEAK Fn14 block	NR5A2 inv ag	TROY NFkB inh	NOD2-RIPK2 inh
CC(NC(=O)c1ccccc1)C(=O)N/N=C/c1cccc([N+](=O)[O-])c1 (stereo not given)	-18	-27	4	1	-6	-24	4	-9	-1	-19	-7
O=[N+]([O-])c1ccc(S(=O)(=O)CC(CN2CCOCC2)N2CCOCC2)cc1 (stereo not given)	8	6	-11	5	7	4	3	1	-5	2	2

(next part)
SMILES	NCOA2 inhibitor	NCOA3 inh	TLR9-MyD88 inh	Exocytosis inh	SRC1 inh	NR2F2 inh	ABHD5-PLIN5 inh	TWEAK Fn14 block	NR5A2 inv ag	TROY NFkB inh	NOD2-RIPK2 inh
CN(Cc1ccccc1)c1ncnc2[nH]ncc12	7	-14	-4	-9	0	-15	-5	5	-1	11	-9
COC(=O)c1sc2nc(SCc3cccc(Cl)c3)n(N)c(=O)c2c1C	-10	6	3	0	-9	7	0	22	11	4	-1
COc1ccc(N2C(=O)CSC23C(=O)Nc2ccccc23)cc1OC (stereo not given)	-11	-2	-5	3	0	-9	-1	-22	-9	6	-17
COc1ccc(CCNC(=O)CCn2c(=O)c3cccn3c3cccnc32)cc1OC	-41	4	-17	-4	-5	-8	-5	-25	-6	-4	-15
COc1ccc(C)cc1N(CC(=O)N1CCCC1)S(C)(=O)=O	-10	7	-11	-7	-10	7	-5	3	2	6	-5
CCCc1cc(=O)oc2cc(OCC(=O)NCCc3c[nH]c4ccccc34)ccc12	2	5	-5	-8	-9	-7	-9	-14	13	-7	8
CCOC(=O)N1CCC(N(CCN(C)C)C(=S)Nc2cccc(Cl)c2)CC1	24	12	-4	-10	3	16	-2	19	-9	-2	-4
COc1ccc(-n2c(C)c(C(C)=O)c3cc(O)ccc32)cc1	48	59	-2	-3	68*	44*	-1	59*	8	49	-10
COc1cccc2c(=O)cc(C)n(CC(=O)Nc3ccc(C)c(C)c3)c12	24	25	-4	0	17	30	2	32	23	21	15
COc1ccc2[nH]cc(CCNC(=O)C3CCCO3)c2c1 (stereo not given)	-27	9	0	8	22	8	10	14	-4	8	-2
O=C(Nc1ccccc1Cl)c1cc[n+](Cc2ccc([N+](=O)[O-])cc2)cc1	2	15	-2	2	-12	8	3	0	24	-17	-1
CCc1noc(C)c1C(=O)N1CCCC(N2CCN(c3cccc(Cl)c3)CC2)C1 (stereo not given)	19	-24	0	-1	12	25	6	13	-17	-6	-6
O=C(COc1ccc(S(=O)(=O)N2CCOCC2)cc1)Nc1ccccc1F	-16	-19	-3	36	4	1	-1	-14	-14	6	2
CCCCc1ccc(NC(=S)Nc2ccc(Nc3ccc(OC)cc3)cc2)cc1	-7	3	5	12	1	7	-7	-7	-11	36	1
CCOC(=O)C(C(=O)NCc1ccc(F)cc1)c1ncc(C(F)(F)F)cc1Cl (stereo not given)	-10	-2	-11	-1	0	0	-3	-1	-2	-7	-4
CCOc1ccc(CCNC(=O)C2CCN(S(=O)(=O)N3CC(C)CC(C)C3)CC2)cc1OCC (stereo not given)	2	6	3	14	14	-8	-2	-1	-2	3	-3
COCCn1nnnc1C(c1ccc(OC)cc1OC)N1CCN(c2ccccc2F)CC1 (stereo not given)	3	8	-4	9	-11	11	-3	5	12	-4	5
COCCNC(=O)C1(C)Cc2c(-c3ccc4c(c3)OCO4)ccnc2O1 (stereo not given)	16	-1	nt	-10	15	15	3	-19	-2	-4	1
O=S(=O)(Oc1ccccc1-c1ccccc1)c1ccccc1	4	-2	3	15	11	6	2	4	14	-13	-15
NC(=O)c1oc2ccccc2c1NC(=O)CN1CCCCC1	-18	24	-1	-4	-4	11	2	7	9	-9	-9
Cc1nnc(-c2ccccc2)[nH]c1=O	-15	20	-1	-6	-34	9	-2	0	-7	0	3
Cc1[nH]n(C(C)(C)C)c(=O)c1Sc1ccccc1	13	3	-4	1	0	7	-16	-10	12	-4	-2
Cn1cc(S(=O)(=O)Nc2ccc3c(c2)OCCO3)cn1	41	22	-3	2	17	-3	-2	70*	-3	62*	-2
CCCOC(=O)Cn1cnc2scc(-c3ccc(C)cc3)c2c1=O	-18	-18	-4	4	5	11	-6	-10	1	8	-2
Clc1ccc2nc(C3CCCCC3)c(Cc3ccsc3)n2c1	-23	-8	nt	-2	-10	-5	-16	7	-8	-1	1
Cc1ccc(S(=O)(=O)N2CCCC(C(=O)NCCc3ccc(S(N)(=O)=O)cc3)C2)cc1 (stereo not given)	-6	-23	-11	-11	-2	-13	-5	-19	-7	-5	-3
O=C(NC(=S)Nc1ccc2c(c1)OCCO2)c1ccco1	-49	-79	-2	0	-101	-23	-6	24	-116	-22	-5
Cc1ccccc1NC(=O)C1CCCN1S(=O)(=O)c1cccc2cccnc12 (stereo not given)	nt	5	4	-2	5	nt	9	-6	-19	-9	-1
CC(C(=O)N1CCOCCOCCOCC1)N1C(=O)c2ccccc2C1=O (stereo not given)	-13	5	6	1	10	4	5	2	10	5	-2
O=C(Nc1nn[nH]n1)C12CC3CC(CC(C3)C1)C2	1	5	13	0	-1	14	-6	1	-4	0	-12
